# Source: PubChem
# EZH2 inh: blocks human EZH2/PRC2 H3K27 methylation; DELFIA TRF, 1 h; 57,000 compounds, 0.35% hits; inhibition, % at 12.5 µM; Q15910;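 active = mean inhibition of replicates at least 50% and every single replicate also reaching 50%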;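 also: dimethyl H3K27 on biotinylated H3 21-44 peptide detected by antibody; plate controls were median neutral control wells for no effect and median positive control wells for full effect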
# Target sequence (Q15910 whole entry, looked up): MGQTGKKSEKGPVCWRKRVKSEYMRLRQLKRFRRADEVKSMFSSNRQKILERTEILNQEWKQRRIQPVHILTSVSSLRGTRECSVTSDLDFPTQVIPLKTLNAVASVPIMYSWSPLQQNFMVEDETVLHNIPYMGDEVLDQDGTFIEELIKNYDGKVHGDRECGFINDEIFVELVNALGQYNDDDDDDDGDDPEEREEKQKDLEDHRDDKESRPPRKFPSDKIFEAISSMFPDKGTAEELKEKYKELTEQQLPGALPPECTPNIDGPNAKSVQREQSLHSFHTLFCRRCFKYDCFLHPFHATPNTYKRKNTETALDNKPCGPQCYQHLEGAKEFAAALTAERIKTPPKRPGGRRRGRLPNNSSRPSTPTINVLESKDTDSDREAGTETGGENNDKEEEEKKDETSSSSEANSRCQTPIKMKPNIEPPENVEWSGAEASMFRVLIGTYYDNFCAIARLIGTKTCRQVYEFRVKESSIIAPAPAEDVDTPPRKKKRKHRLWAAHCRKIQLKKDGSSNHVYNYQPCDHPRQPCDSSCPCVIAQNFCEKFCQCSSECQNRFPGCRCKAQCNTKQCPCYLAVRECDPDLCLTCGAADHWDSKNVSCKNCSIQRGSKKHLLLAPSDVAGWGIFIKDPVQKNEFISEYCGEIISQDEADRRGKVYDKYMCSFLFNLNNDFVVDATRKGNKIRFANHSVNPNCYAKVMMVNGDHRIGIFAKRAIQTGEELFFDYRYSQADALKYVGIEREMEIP
# IDH1 R132H inh: IDH1 R132H (human) inhibition; AID 624101; 70,000 compounds, 0.18% hits; inhibition, % at 10 µM; IDH1 R132H reductase, diaphorase/resazurin fluorescence, 60 min; in the data active = inhibition above about 34%;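 also: 0% = DMSO and 100% = no enzyme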
# The depositor's hits bear a star; . = not tested or not shown; & = joins results of further samples. Some of the compounds tested; rates above refer to the full screens.
Molecule | EZH2 inh | IDH1 R132H inh
C[C@@H]1CCCCO[C@H](CN(C)C(=O)c2ccccc2)[C@H](C)CN([C@@H](C)CO)C(=O)c2cc(NC(=O)CCCN(C)C)ccc2O1 | -1 | 2.4
O=C(c1ccccc1)c1cc(Br)ccc1NC(=O)C1CC=CCC1C(=O)O (stereo not given) | 0 | -0.2
C[C@@H]1CN([C@@H](C)CO)C(=O)c2cc(NC(=O)c3ccncc3)ccc2O[C@@H](C)CCCCO[C@H]1CN(C)Cc1ccc(C(=O)O)cc1 | . | 0.7
CO[C@@H]1CN(C)C(=O)c2ccc(NC(=O)c3cnccn3)cc2OC[C@@H](C)N(C(C)=O)C[C@H]1C | 8 | -0.1
Cc1noc(C)c1S(=O)(=O)Nc1ccc2c(c1)C(=O)N([C@@H](C)CO)C[C@@H](C)[C@H](CN(C)C(=O)C1CCCCC1)OCCCC[C@@H](C)O2 | . | -1.0
Cc1ccc(NC(=O)CCN2C(=O)c3ccccc3C2=O)cc1[N+](=O)[O-] | 6 | 0.3
C[C@H]1CN([C@@H](C)CO)C(=O)c2cccc(NC(=O)C3CCCCC3)c2O[C@H]1CN(C)C(=O)Nc1ccccc1 | -17 | .
C[C@H]1CCCCO[C@@H](CN(C)C(=O)NC2CCCCC2)[C@@H](C)CN([C@@H](C)CO)C(=O)c2cc(N(C)C)ccc2O1 | 7 | .
CC(C)C#Cc1ccc2c(c1)O[C@@H](CN(C)Cc1cncnc1)[C@H](C)CN([C@@H](C)CO)S2(=O)=O | -9 | -2.1
C[C@H](CO)N1C[C@H](C)[C@@H](CN(C)Cc2ccc(-c3ccccc3)cc2)Oc2ccc(NS(=O)(=O)c3ccc(F)cc3)cc2C1=O | . | -0.6
O=C(O)CSc1nnc(-c2ccc(Cl)cc2Cl)n1-c1ccccc1 | 10 | 0.1
CC(C)CC#Cc1ccc2c(c1)O[C@@H](CN(C)C(=O)c1cccnc1)[C@@H](C)CN([C@H](C)CO)S2(=O)=O | . | -0.3
C[C@H]1CN([C@@H](C)CO)C(=O)Cc2cc(NC(=O)Cc3cn(C)c4ccccc34)ccc2O[C@@H]1CN(C)CC1CC1 | . | -27
Cc1noc(C)c1NC(=O)Nc1ccc2c(c1)CC(=O)N([C@H](C)CO)C[C@@H](C)[C@@H](CN(C)C(=O)Nc1ccc(F)cc1)O2 | . | -0.9
C[C@@H]1CN([C@@H](C)CO)C(=O)c2cc(NS(=O)(=O)c3ccccc3)ccc2O[C@@H]1CN(C)C(=O)Nc1ccccc1 | -1 | 0.0
C[C@H](CO)N1C[C@H](C)[C@@H](CN(C)S(=O)(=O)c2cn(C)cn2)Oc2ccc(NS(=O)(=O)c3ccccc3)cc2C1=O | . | 5.8
C[C@H](CO)N1C[C@H](C)[C@@H](CN(C)Cc2ccc(C(F)(F)F)cc2)Oc2c(NC(=O)c3ccc(-c4nccs4)cc3)cccc2C1=O | . | 2.6
C/C=C/c1ccc(OCCSc2nc(C)cc(=O)[nH]2)c(OC)c1 | . | 0.1
Cc1ccc(S(=O)(=O)Nc2ccc3c(c2)C(=O)N([C@@H](C)CO)C[C@@H](C)[C@H](CN(C)Cc2ccc(Cl)c(Cl)c2)O3)cc1 | . | 0.3
COc1cccc(N(CC(=O)Nc2ccc(C(F)(F)F)cc2)S(C)(=O)=O)c1 | 0 | -0.5
Cc1nnc(SCC(=O)NC2CC2)n1-c1ccccc1 | -3 | 0.5
C[C@@H]1CN([C@@H](C)CO)C(=O)c2cc(Br)cnc2O[C@@H]1CN(C)C(=O)c1ccccc1F | -9 | 0.0
CCOC(=O)c1ccc(NC(=O)Cn2cc([N+](=O)[O-])cn2)cc1 | -3 | 0.5
C[C@@H]1CN([C@H](C)CO)C(=O)c2cccc(NC(=O)Nc3ccc(C(F)(F)F)cc3)c2O[C@H]1CN(C)S(=O)(=O)c1ccc(F)cc1 | . | 6.4
OC[C@@H]1[C@H]2c3ccccc3OC1(CO)N=C1SCCCN12 | 5 | .

# Compound profiles (already shown):
# C[C@H]1CCCCO[C@@H](CN(C)C(=O)NC2CCCCC2)[C@@H](C)CN([C@@H](C)CO)C(=O)c2cc(N(C)C)ccc2O1 in the list: EZH2 inh: 7; IDH1 R132H inh: .
# Cc1ccc(S(=O)(=O)Nc2ccc3c(c2)C(=O)N([C@@H](C)CO)C[C@@H](C)[C@H](CN(C)Cc2ccc(Cl)c(Cl)c2)O3)cc1 in the list: EZH2 inh: .; IDH1 R132H inh: 0.3

# Next results follow:
Molecule | EZH2 inh | IDH1 R132H inh
CO[C@@H]1CN(C)C(=O)c2ccc(NC(=O)Cc3ccccc3)cc2OC[C@H](C)N(CC2CC2)C[C@@H]1C | -1 | 0.1
Cc1noc(C)c1NC(=O)N(C)C[C@@H]1Oc2cc(C#CCN(C)C)ccc2S(=O)(=O)N([C@H](C)CO)C[C@@H]1C | 30 | 2.2
COc1ccc(-c2nnc(SCC(N)=O)n2-c2ccccc2)cc1 | -6 | 0.4
CCCN(C)C[C@@H]1Oc2ncc(C#CCOC)cc2C(=O)N([C@@H](C)CO)C[C@@H]1C | 21 | -0.1
C[C@H](CO)N1C[C@H](C)[C@@H](CN(C)CC2CC2)Oc2c(NC(=O)C3CCOCC3)cccc2C1=O | 13 | 0.1
C/C=C/c1cnc2c(c1)C(=O)N([C@@H](C)CO)C[C@@H](C)[C@H](CN(C)C(=O)c1cccc(F)c1)O2 | 28 | -0.3
C[C@H](CO)N1C[C@H](C)[C@H](CN(C)S(C)(=O)=O)Oc2ncc(-c3cccc(C(F)(F)F)c3)cc2C1=O | -2 | -2.0
O=C(NCC[C@@H]1CC[C@H](NC(=O)c2ccccc2F)[C@H](CO)O1)c1cnccn1 | 2 | 0.0
C[C@@H]1CN([C@@H](C)CO)C(=O)c2cc(NC(=O)Nc3ccccc3)ccc2O[C@@H](C)CCCCO[C@H]1CN(C)C | -6 | 0.4
Cc1ccccc1S(=O)(=O)N(C)C[C@@H]1OCc2ccccc2-c2c(n(C)c3ccccc23)C(=O)N([C@@H](C)CO)C[C@@H]1C | -24 | -1.6
CO[C@H]1CC[C@H]2CCN(C)C(=O)[C@@H](C)[C@H](OC)CN(C)C(=O)c3cc(C#N)ccc3OC[C@H]1O2 | 5 | -0.3
C[C@H]1CN([C@@H](C)CO)C(=O)Cc2cc(NS(=O)(=O)c3ccc(Cl)cc3)ccc2O[C@@H]1CN(C)Cc1ccncc1 | 1 | 12
C[C@@H]1CN([C@H](C)CO)S(=O)(=O)c2ccc(-c3cccc(C#N)c3)cc2O[C@H]1CN(C)C(=O)Nc1ccccc1F | . | -0.6
O=S(=O)(N[C@@H]1CC[C@@H](CCn2cc(C3(O)CCCC3)nn2)O[C@H]1CO)c1ccc(Cl)cc1 | 3 | 0.3
C[C@@H]1CN([C@H](C)CO)C(=O)c2cc(NC(=O)c3ccncc3)ccc2O[C@@H](C)CCCCO[C@H]1CN(C)C(=O)Nc1cccc2ccccc12 | . | 5.5
COc1ccc(S(=O)(=O)Nc2ccc3c(c2)C(=O)N([C@@H](C)CO)C[C@H](C)[C@H](CN(C)Cc2ccccc2)OCCCC[C@H](C)O3)cc1 | . | 0.2
Cc1ccc(S(=O)(=O)N2C(=O)CCC2C(=O)Nc2ccc3c(c2)OCCO3)cc1 (stereo not given) | 0 | -1.5
Cc1ccnc(NC(=O)COc2ccc(Cl)cc2)n1 | -10 | 0.3
C[C@@H]1CN([C@H](C)CO)S(=O)(=O)c2ccc(-c3ccc(F)cc3)cc2O[C@H]1CN(C)Cc1cccc(F)c1 | -2 | -0.5
CNC[C@@H]1Oc2c(cccc2N(C)C)C(=O)N([C@H](C)CO)C[C@H]1C | 2 | 1.6
C[C@@H]1CN([C@@H](C)CO)C(=O)c2cc(N(C)C)ccc2O[C@@H](C)CCCCO[C@@H]1CN(C)Cc1ccccc1 | -5 | 0.4
COCC(=O)N1C[C@H](C)[C@H](OC)CN(C)C(=O)c2cc(NC(=O)c3cnccn3)ccc2OC[C@@H]1C | -9 | -0.3
Cc1cc(C(=O)Nc2cccc3c2O[C@@H](CN(C)Cc2ccc(Oc4ccccc4)cc2)[C@@H](C)CN([C@H](C)CO)C3=O)n(C)n1 | 3 | .
C[C@H](NC(=O)C[C@H]1C[C@@H]2c3cc(NC(=O)C4CCC4)ccc3O[C@@H]2[C@@H](CO)O1)c1ccccc1 | -1 | 4.0
CN1CCN(c2nc3cc(C(F)(F)F)ccc3n3cccc23)CC1 | -3 | 0.2

# Single entries from the entries so far.
# IDH1 R132H inh, CO[C@@H]1CN(C)C(=O)c2ccc(NC(=O)Cc3ccccc3)cc2OC[C@H](C)N(CC2CC2)C[C@@H]1C reads 0.1
# IDH1 R132H inh, C[C@H](NC(=O)C[C@H]1C[C@@H]2c3cc(NC(=O)C4CCC4)ccc3O[C@@H]2[C@@H](CO)O1)c1ccccc1 reads 4.0

# Next results:
Molecule | EZH2 inh | IDH1 R132H inh
C[C@@H]1CN([C@H](C)CO)C(=O)c2cc(NC(=O)Cn3cnnn3)ccc2O[C@@H]1CN(C)S(=O)(=O)c1ccccc1 | . | 0.6
CCOC(=O)C1CCCN(Cc2nc(N)nc(Nc3ccccc3)n2)C1 (stereo not given) | -5 | 0.0
C[C@H]1CN([C@@H](C)CO)C(=O)c2cc(NC(=O)C3CC3)ccc2O[C@@H]1CN(C)Cc1ccc(Cl)c(Cl)c1 | . | -1.1
CC(C)NC(=O)Nc1ccc2c(c1)C(=O)N([C@H](C)CO)C[C@H](C)[C@@H](CN(C)C(=O)NC(C)C)O2 | 10 | .
Cc1noc(C)c1NC(=O)Nc1ccc2c(c1)CC(=O)N([C@@H](C)CO)C[C@H](C)[C@@H](CN(C)C(=O)NC(C)C)O2 | . | 0.8
Cc1ccc(S(=O)(=O)N[C@H]2CC[C@@H](CC(=O)N3CCC(Cc4ccccc4)CC3)O[C@@H]2CO)cc1 | 4 | -0.1
Cc1ccc(S(=O)(=O)N[C@@H]2CC[C@H](CCNS(=O)(=O)Cc3ccccc3)O[C@H]2CO)cc1 | 2 | -0.2
CCCC#Cc1ccc2c(c1)O[C@@H](CN(C)CC1CC1)[C@@H](C)CN([C@H](C)CO)S2(=O)=O | -8 | -0.2
Cc1cc(OCC(=O)Nc2cc(C(=O)O)cc(C(=O)O)c2)cc(C)c1Cl | -8 | 1.4
C/C=C/c1ccc2c(c1)O[C@H](CN(C)C(C)=O)[C@H](C)CN([C@@H](C)CO)S2(=O)=O | 7 | -4.8
CC(NS(=O)(=O)c1ccc(Cl)cc1)C(=O)Nc1ccccc1Sc1ccccc1 (stereo not given) | 17 | 0.0
C[C@H](CO)N1C[C@H](C)[C@H](CN(C)C)Oc2ncc(C#Cc3ccc(F)cc3)cc2C1=O | -23&-34 | 0.8&-1.4
CC(C)NC(=O)Nc1ccc2c(c1)C(=O)N([C@H](C)CO)C[C@@H](C)[C@H](CN(C)S(=O)(=O)c1cn(C)cn1)OCCCC[C@H](C)O2 | . | 0.1
CC(C)c1ccc(NC(=O)CNS(=O)(=O)c2ccc(Br)cc2)cc1 | -15 | 0.1
CO[C@@H]1CN(C)C(=O)c2ccc(NC(C)=O)cc2OC[C@H](C)N(Cc2ccccc2F)C[C@H]1C | -8 | 0.2
C[C@H](CO)N1C[C@H](C)[C@H](CN(C)C(=O)NC2CCCCC2)Oc2cc(/C=C/c3ccccc3)ccc2S1(=O)=O | -7 | .
O=C(N[C@@H]1CC[C@@H](CCNS(=O)(=O)c2ccccc2)O[C@@H]1CO)c1cnccn1 | 7 | -0.2
CC(Oc1cccc(Cl)c1)C(=O)Nc1cc(C(=O)O)cc(C(=O)O)c1 (stereo not given) | -1 | 0.4
COc1ccc(NC(=O)N(C)C[C@@H]2OCCCC[C@@H](C)Oc3ccc(N(C)C)cc3C(=O)N([C@H](C)CO)C[C@H]2C)cc1 | -11 | 0.9
CCc1c(C)nc(SCC(=O)Nc2ccc(C)cc2)[nH]c1=O | 5 | 0.5
Cc1nc2nc(NCc3cccc([N+](=O)[O-])c3)[nH]n2c(=O)c1Cc1ccccc1 | -16 | 0.4
C[C@H](CO)N1C[C@H](C)[C@H](CN(C)S(=O)(=O)c2ccc(Cl)cc2)Oc2ccc(NS(=O)(=O)c3ccccc3)cc2CC1=O | . | 2.7
COCC(=O)Nc1ccc2c(c1)C(=O)N(C)C[C@@H](OC)[C@@H](C)CN(C(=O)c1ccccn1)[C@@H](C)CO2 | -1 | -0.1
Cc1noc(C)c1NC(=O)Nc1ccc2c(c1)C(=O)N([C@H](C)CO)C[C@H](C)[C@@H](CN(C)S(=O)(=O)c1ccc(F)cc1)O2 | . | 0.6
C[C@H](CO)N1C[C@H](C)[C@@H](CN(C)Cc2ccc(-c3ccccc3)cc2)Oc2c(cccc2N(C)C)C1=O | 22 | .
CO[C@@H]1CN(C)C(=O)c2ccc(NS(=O)(=O)c3ccccc3)cc2OC[C@@H](C)N(C)C[C@H]1C | 4 | 0.4
C[C@@H]1CN([C@@H](C)CO)S(=O)(=O)c2ccc(-c3ccncc3)cc2O[C@@H]1CN(C)C(=O)Nc1ccc(F)cc1 | -10 | 4.0
C[C@@H]1CN([C@@H](C)CO)C(=O)Cc2cc(NS(=O)(=O)c3cn(C)cn3)ccc2O[C@@H]1CN(C)S(=O)(=O)c1ccc(Cl)cc1 | . | -1.8
C[C@@H]1CCCCO[C@@H](CN(C)Cc2ccncc2)[C@H](C)CN([C@H](C)CO)C(=O)c2cc(NS(=O)(=O)c3ccc(Cl)cc3)ccc2O1 | . | 18
COc1ccc(CNC(=O)C[C@@H]2C[C@H]3c4cc(NS(C)(=O)=O)ccc4O[C@H]3[C@@H](CO)O2)cc1 | 1 | -0.3
C[C@H](CO)N1C[C@H](C)[C@H](CN(C)S(=O)(=O)c2ccccc2)OCc2cnnn2CCCC1=O | 11 | .
C[C@H](CO)N1C[C@H](C)[C@H](CN(C)Cc2ccc(C(=O)Nc3ccccc3N)cc2)Oc2ccc(NC(=O)Nc3cccc4ccccc34)cc2C1=O | -23 | -0.1
